PDI inh = PDI (human) enzyme inhibition; P07237; PDI insulin aggregation turbidity, A650, 90 min; inhibition, % at 10 µM; actives 0.052% (n = 350,000); AID 588391;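 active = mean inhibition across replicates of 30% or more, whatever share of single replicates reach that level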;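 note: absorbance from insulin aggregation driven by PDI reduction with DTT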
Target sequence (P07237 whole entry, looked up): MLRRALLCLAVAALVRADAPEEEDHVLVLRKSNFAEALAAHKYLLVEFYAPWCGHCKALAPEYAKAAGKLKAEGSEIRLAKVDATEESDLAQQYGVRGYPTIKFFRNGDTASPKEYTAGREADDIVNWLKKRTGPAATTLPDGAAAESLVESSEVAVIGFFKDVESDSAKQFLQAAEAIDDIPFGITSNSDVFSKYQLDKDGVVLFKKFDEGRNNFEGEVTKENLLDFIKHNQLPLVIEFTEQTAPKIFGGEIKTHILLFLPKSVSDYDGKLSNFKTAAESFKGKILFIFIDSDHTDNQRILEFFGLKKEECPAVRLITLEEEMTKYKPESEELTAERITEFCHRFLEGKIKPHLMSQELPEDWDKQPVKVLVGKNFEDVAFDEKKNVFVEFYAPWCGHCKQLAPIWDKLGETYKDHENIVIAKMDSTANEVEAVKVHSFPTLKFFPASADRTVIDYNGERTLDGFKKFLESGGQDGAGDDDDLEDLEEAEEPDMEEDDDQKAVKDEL
iPSC survival up = hiPSC single-cell survival enhancement | ATPlite luminescence; 100% = ROCK inhibitor wells, 0% = DMSO | survival enhancement, % at 20 µM | actives 0.044% (n = 360,000) | AID 602274; in the data active = survival enhancement above about 18%;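 note: cells exposed to compounds for 16 hours before the ATP read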
CaV13 FRET inh = Primary screen for inhibitors of IQ motif and Ca2+-dependent inactivation inhibitor domain binding in CACNA1D, Förster resonance energy transfer in living cells, …; HEK cells, CFP/YFP FRET ICDI-IQ, plate reader, 10 min; percent FRET-ratio fall versus neutral wells; inhibition, % at 12.3 µM; actives 0.098% (n = 340,000);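 active = mean replicate inhibition of at least 30% and at least 1% of replicates passing that level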;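 note: 0% = median of the neutral control wells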
HIF-2a block = blocks HIF-2a reporter activity. 786-0 RCC cells HIF-2a reporter, luciferase luminescence, overnight. AID 624352. inhibition, % at 18.8 µM. actives 0.72% (n = 360,000);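 active = inhibition of the luminescence signal of 40% or more relative to plate controls, in a single-dose primary screen at 18.75 µM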
H9c2 protect = myocardial damage modulation in H9c2 cells. H9c2 cardiomyocytes, H2O2 injury protection, ATPLite, 2 h. protection from H2O2 cell death, % at 20 µM. actives 0.63% (n = 360,000);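 active = compounds giving at least 50% protection of heart cells from peroxide-induced death in the single-dose screen, raw or plate-pattern-corrected value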;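 note: 0% = DMSO wells with peroxide and 100% = DMSO wells without peroxide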
NR2E3 ag-1 = activates human photoreceptor nuclear receptor NR2E3. Q9Y5X4. GST-NR2E3/biotin-RetCOR TR-FRET, 1536-well. inhibition of corepressor binding, % at 4.78 µM. actives 0.12% (n = 320,000). AID 2300;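 active = percent inhibition above the cutoff of mean plus 3 SD of all tested compounds, set per screening campaign, cut at about 20% in these data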;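 note: 0% = DMSO wells and 100% = biotin wells as full block of FRET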
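Test system: GST-NR2E3 and biotin-RetCOR proteins | Quantity: 1.35 nM GST-tagged NR2E3 final | Medium: Tris pH 7.5 | Also added: 7 nM biotin-RetCOR | Dosing: Compound at 4.8 µM, single dose | Timing: 5 h at 4 °C | Detection: Time-resolved FRET | Read-out basis: Percent inhibition | Benchmarks: Biotin wells as high control, 0.6% DMSO wells as low control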
m5-HT2A agonist = activates the mouse 5-HT2A serotonin receptor | activation, % at 7.6 µM | CHO-K1 mHTR2A beta-arrestin complementation, luminescence; percent of 30 µM serotonin response | actives 0.66% (n = 360,000);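 active = activation above a run cutoff, the mean activation of all tested compounds plus 3 SD, cut at about 14% in these data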;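 note: 0% = plate median of compound wells and 100% = 30 µM serotonin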
Target sequence (P35363 whole entry, looked up): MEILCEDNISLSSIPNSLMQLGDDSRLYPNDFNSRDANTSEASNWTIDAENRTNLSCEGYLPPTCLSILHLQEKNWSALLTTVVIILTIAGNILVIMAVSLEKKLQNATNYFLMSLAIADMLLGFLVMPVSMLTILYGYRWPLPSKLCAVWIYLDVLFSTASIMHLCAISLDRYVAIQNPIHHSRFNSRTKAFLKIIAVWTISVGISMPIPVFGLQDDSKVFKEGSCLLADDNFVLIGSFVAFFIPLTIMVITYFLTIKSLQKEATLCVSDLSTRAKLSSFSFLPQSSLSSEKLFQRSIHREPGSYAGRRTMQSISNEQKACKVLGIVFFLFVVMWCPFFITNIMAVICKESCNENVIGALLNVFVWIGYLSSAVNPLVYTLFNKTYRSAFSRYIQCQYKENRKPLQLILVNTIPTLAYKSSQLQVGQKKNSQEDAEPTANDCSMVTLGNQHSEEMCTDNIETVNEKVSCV
Shn3 3UTR inh = reduces Shn3 3'UTR luciferase signal in osteoblasts; Clone20 osteoblast Shn3 3'UTR firefly luciferase, 24 h; AID 588674; inhibition, % at 12.5 µM; actives 0.52% (n = 360,000);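 active = mean inhibition of at least 75% with every replicate also reaching 75%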;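 note: 0% = median of neutral control wells and 100% = pilot-screen positive control compound; some compounds past the cut are filed as inactive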
Peg3 promoter = inhibitors of Peg3 promoter. AID 588405. HeLa PEG-Prom luciferase reporter, luminescence, overnight. inhibition, % at 20 µM. actives 1.7% (n = 360,000);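 active = inhibition of at least 50% at 20 µM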
NR2E3 ag-2 = activates human NR2E3 receptor. Q9Y5X4. CHO-S Gal4-NCOR/VP16-NR2E3 two-hybrid, luciferase. inhibition of corepressor binding, % at 3.98 µM. actives 0.35% (n = 360,000). AID 602229;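 active = inhibition above the mean of all tested compounds plus 3 SD, cut at about 70% in these data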;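 note: 0% = DMSO with NR2E3 transfected cells and 100% = cells lacking NR2E3 construct; higher means lower luciferase signal from less NR2E3 corepressor binding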
MITF TRPM1 inh = reduces MITF-dependent TRPM1 promoter luciferase signal; actives 0.83% (n = 330,000); inhibition, % at 12.5 µM; SK-MEL-5 TRPM1 promoter luciferase, 24 h; AID 488899;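 active = mean inhibition across replicates of 60% or more, whatever share of single replicates reaches that level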; note: values of inactives mirror those of a sister screen read the other way
* marks the source's active call; other numbers are inactive results; . = no result given. Random draw from the library (roughly 3.9% active in at least one column).

SMILES | PDI inh | iPSC survival up | CaV13 FRET inh | HIF-2a block | H9c2 protect | NR2E3 ag-1 | m5-HT2A agonist | Shn3 3UTR inh | Peg3 promoter | NR2E3 ag-2 | MITF TRPM1 inh
c1ccc(-c2nc3ccccn3c2-c2ccccc2)cc1 | -1 | -0.8 | -5 | 11 | -5 | -2 | -4 | 19 | 23 | 18 | 3
CCN(CC)S(=O)(=O)c1ccc(N2CCOCC2)c(NC(=O)c2ccc(C#N)cc2)c1 | -4 | 1.3 | -5 | 12 | 4 | 4 | 0 | 0 | 4 | 9 | 0
C/C(=N\NC(=O)c1nn(C)c(C)c1Br)c1ccc(NC(=O)c2ccccc2F)cc1 | 1 | 2.6 | -5 | -115 | 4 | -2 | -4 | -29 | -243 | -88 | -19
O=C1ON=C(c2ccccc2)/C1=C/c1ccc(O)cc1 | 6 | -0.7 | -4 | 40 | 6 | -2 | -2 | -4 | 38 | -15 | 8
COc1cc(C(C)=O)ccc1OC(C)C(=O)Nc1ccc(S(=O)(=O)N2CCCC2)cc1 (stereo not given) | 3 | 0.9 | -5 | -4 | 5 | 0 | 9 | -10 | 22 | -13 | 1
CCOc1cc(N2CCOCC2)c(OCC)cc1NC(=O)COC(=O)c1c(CC)noc1C | -2 | -0.2 | -11 | 13 | 0 | . | -3 | -1 | 14 | 23 | 2
CC[C@]1(c2ccccc2)C(=O)N(C(=O)OC)N1C(=O)OC | 2 | -2.7 | -9 | 4 | -2 | 6 | 1 | -2 | 12 | 16 | 46
CCOc1ccccc1N1CCN(C(=O)c2ccccc2SCC(=O)N2CCCC2)CC1 | -6 | -0.4 | -4 | -12 | 3 | -1 | -4 | -17 | -12 | -13 | -6
Nn1c(Cc2cccc3ccccc23)nnc1SCn1nnc2ccccc2c1=O | 4 | -0.7 | -5 | 2 | 6 | 2 | 1 | 14 | 14 | -43 | 5
Cc1ccc(-n2nc3c(=O)n(C(C)C(=O)NCCCc4ccccc4)nc(C)c3c2C)cc1 (stereo not given) | 6 | 0.0 | -15 | 18 | -6 | -3 | 4 | 19 | 10 | 51 | 34

Part of the list above in order of formula weight, high to low.
SMILES | PDI inh | iPSC survival up | CaV13 FRET inh | HIF-2a block | H9c2 protect | NR2E3 ag-1 | m5-HT2A agonist | Shn3 3UTR inh | Peg3 promoter | NR2E3 ag-2 | MITF TRPM1 inh
C/C(=N\NC(=O)c1nn(C)c(C)c1Br)c1ccc(NC(=O)c2ccccc2F)cc1 | 1 | 2.6 | -5 | -115 | 4 | -2 | -4 | -29 | -243 | -88 | -19
CCOc1cc(N2CCOCC2)c(OCC)cc1NC(=O)COC(=O)c1c(CC)noc1C | -2 | -0.2 | -11 | 13 | 0 | . | -3 | -1 | 14 | 23 | 2
CCOc1ccccc1N1CCN(C(=O)c2ccccc2SCC(=O)N2CCCC2)CC1 | -6 | -0.4 | -4 | -12 | 3 | -1 | -4 | -17 | -12 | -13 | -6
Cc1ccc(-n2nc3c(=O)n(C(C)C(=O)NCCCc4ccccc4)nc(C)c3c2C)cc1 (stereo not given) | 6 | 0.0 | -15 | 18 | -6 | -3 | 4 | 19 | 10 | 51 | 34
CCN(CC)S(=O)(=O)c1ccc(N2CCOCC2)c(NC(=O)c2ccc(C#N)cc2)c1 | -4 | 1.3 | -5 | 12 | 4 | 4 | 0 | 0 | 4 | 9 | 0
Nn1c(Cc2cccc3ccccc23)nnc1SCn1nnc2ccccc2c1=O | 4 | -0.7 | -5 | 2 | 6 | 2 | 1 | 14 | 14 | -43 | 5
c1ccc(-c2nc3ccccn3c2-c2ccccc2)cc1 | -1 | -0.8 | -5 | 11 | -5 | -2 | -4 | 19 | 23 | 18 | 3
O=C1ON=C(c2ccccc2)/C1=C/c1ccc(O)cc1 | 6 | -0.7 | -4 | 40 | 6 | -2 | -2 | -4 | 38 | -15 | 8

(further entries)
SMILES | PDI inh | iPSC survival up | CaV13 FRET inh | HIF-2a block | H9c2 protect | NR2E3 ag-1 | m5-HT2A agonist | Shn3 3UTR inh | Peg3 promoter | NR2E3 ag-2 | MITF TRPM1 inh
COc1cc(/C=C2\SC(=S)N(CCC(=O)Nc3ccccc3)C2=O)cc(OC)c1OC | 0 | -0.5 | -7 | 25 | 10 | 0 | 2 | 5 | -5 | -8 | -2
CCOC(=O)C1C(c2ccccc2)NC(=S)NC1(C)O (stereo not given) | 3 | 0.5 | 5 | 18 | 6 | -1 | -1 | 16 | 17 | 2 | -6
COc1cccc(Nc2nc(-c3ccccc3O)nc3ccccc23)c1 | -5 | 0.0 | -6 | 6 | 1 | 1 | 5 | -14 | -25 | -36 | 16
COc1ccc(-c2cc(C(F)(F)F)c(C#N)c(=O)[nH]2)cc1 | -5 | -0.8 | 26 | 8 | 1 | 2 | 3 | 15 | -1 | -7 | -2
Cc1cccc(C(=O)OCC(=O)N(C)c2ccccc2)c1C | 3 | -0.6 | -5 | -39 | -4 | 0 | -2 | -1 | -22 | -5 | -5
NC(=O)c1cccnc1Nc1cccc([N+](=O)[O-])c1 | 17 | 1.6 | 13 | -294 | -12 | 0 | -6 | -73 | -265 | -125 | -26
Cc1ncc(CO)c2c1Oc1nc(-c3ccccc3F)nc(SCC(=O)N(C)c3ccccc3)c1C2 | -3 | -0.4 | . | 25 | 28 | 4 | 4 | 26 | 85* | 21 | 16
COC(=O)C(C(=O)OC)C(C(C)C)C(C(=O)OC)C(=O)OC | -3 | 1.1 | 0 | 13 | 4 | -1 | 2 | -12 | 9 | -11 | 4
CCOC(=O)C1=C(C)NC(C)=C(C(=O)OCC)C1c1ccc(Br)o1 | 1 | -0.2 | -6 | 20 | -8 | -1 | 0 | -3 | 17 | -13 | 9
O=C(NCCc1ccccc1)C1c2ccccc2C(=O)N1Cc1cccs1 (stereo not given) | 3 | 0.3 | -16 | 7 | -1 | 3 | -4 | 2 | 8 | 8 | -1
CN(C)c1ccc(C(=O)OCC(=O)N2CCOCC2)cc1 | 0 | 2.3 | 6 | -46 | 11 | 0 | 4 | -34 | -35 | 1 | -10
CN(CC(=O)Nc1ccc(F)c(F)c1F)C(=O)CN1C(=O)NC2(CCCC2)C1=O | 0 | -0.5 | -6 | 7 | -1 | 10 | -1 | -26 | 0 | -17 | 4
CCOC(=O)c1c(NC(=O)CN2CCCc3ccccc32)sc(C(C)=O)c1C | 6 | -1.3 | -10 | -23 | -7 | -1 | 3 | -1 | 23 | -5 | 12
O=C(CSc1ncnc2c1cnn2CCc1ccccc1)Nc1cccc(C(F)(F)F)c1 | -3 | -2.1 | -4 | -49 | -24 | -4 | 3 | 28 | -4 | 4 | -10
CC(=O)NS(=O)(=O)c1ccc(NC(=O)/C=C/c2ccccc2Cl)cc1 | 3 | 6.2 | -1 | 13 | -8 | 2 | 0 | -5 | -2 | 18 | -1
Cc1c(C(=O)NCc2ccc(Cl)c(Cl)c2)sc(=O)n1Cc1ccccc1F | -8 | -1.7 | 15 | -1 | -4 | . | 0 | 4 | 14 | 12 | .
CCOC(=O)c1cc2c(=O)n3ccccc3nc2n(CCOC)c1=NC(=O)c1c(-c2c(F)cccc2Cl)noc1C | -2 | -0.9 | . | 30 | 20 | -4 | 5 | 31 | 53* | 18 | 1
COc1ccccc1C(=O)Nc1ccc(S(=O)(=O)NC2=NCCCCC2)cc1 | 1 | -0.1 | -3 | -2 | -9 | -1 | -5 | 12 | 1 | -3 | -3
CCOC(=O)N1CCN(C(=O)CSc2nnc(Cc3ccccc3)o2)CC1 | . | 5.0 | -2 | 3 | -6 | 1 | 4 | 0 | 1 | 23 | -5
CC1(Cc2ccccc2C#N)C(=O)Nc2ccc(-c3ccccc3)cc21 (stereo not given) | 0 | -0.6 | -12 | 7 | -4 | . | -6 | -14 | 2 | -12 | .
Cc1cc(C)c(C)c(C(=O)COC(=O)CNC(=O)CN2C(=O)c3ccccc3C2=O)c1C | 20 | 0.0 | -5 | 15 | -1 | 6 | -2 | 8 | 4 | -9 | 20
CCN(c1ccccc1)S(=O)(=O)c1cc2c(cc1C)n(C)c(=O)c(=O)n2C | . | 3.5 | -3 | 7 | 13 | 2 | 3 | 11 | 1 | -28 | 1
CCCCC1(CO)C(=O)N(c2ccccc2)N(c2ccccc2)C1=O | 16 | 0.0 | -4 | 24 | 1 | 0 | 4 | . | 9 | -4 | -5
O=C(Nc1cccc2ncccc12)c1ccc(Br)c([N+](=O)[O-])c1 | -3 | 6.9 | -16 | 7 | -1 | -2 | 2 | 15 | 16 | -19 | 5
Cc1cc(C)cc(NC(=O)COC(=O)c2ccc3c(c2)OCCO3)c1 | 5 | -0.9 | -5 | 9 | 2 | 0 | 14 | -7 | 5 | -18 | -5
N=c1c2c3c(sc2ncn1Cc1ccco1)CCCCC3 | 14 | 0.0 | -4 | -28 | -13 | -1 | -2 | 12 | -16 | -3 | -9
Cc1cccc(C)c1NC(=O)CSc1nnc([C@H](C)NC(=O)OC(C)(C)C)o1 | -1 | 1.2 | -6 | 22 | 1 | -2 | 2 | 8 | 5 | -10 | -1
COc1ccc(N(CC(=O)NCc2ccco2)S(=O)(=O)c2ccc(C)cc2)cc1OC | 9 | -0.5 | -7 | 6 | 4 | 2 | 6 | 12 | -2 | 12 | -7
CCOC(=O)N1CCN(C(=O)CSc2ccc3nnc(-c4ccncc4)n3n2)CC1 | 5 | 0.3 | -4 | 23 | 32 | -1 | -1 | -3 | -4 | -24 | -2
CC(C)(C)NC(=O)c1ccc2c3c(cccc13)CC2 | 3 | 4.4 | -3 | -7 | 4 | 4 | 1 | 16 | -1 | 36 | 5
C[C@@H]1CCCCCCCCC(=O)OCCN1C(=O)OC(C)(C)C | -6 | -2.2 | -5 | 10 | -6 | 1 | 0 | 23 | -4 | -11 | 5
COc1ccc(CC(=O)N(C)C2CCCCC2)cc1S(=O)(=O)N1CCOCC1 | -1 | -0.1 | -18 | 18 | 10 | -5 | 3 | -4 | 2 | -8 | -5
CC(=O)N1Cc2cc([N+](=O)[O-])ccc2Oc2ccccc21 | 9 | 2.0 | 6 | 14 | 2 | -2 | 0 | 4 | 9 | -8 | -14
CC(C)[C@H](NC(=O)c1ccccc1)C(=O)OCC(=O)Nc1ncc(Cl)cc1Cl | -3 | -1.8 | -5 | 10 | 1 | . | -6 | 9 | 3 | 5 | -3
O=C(Nc1ccc(S(=O)(=O)NCC2CCCO2)cc1)c1ccccc1 (stereo not given) | -3 | 0.5 | -1 | 3 | -12 | 1 | -6 | 17 | 13 | -19 | -2
O=C(c1cccc(Cl)c1)N1CCC(=O)N(C(COCc2cccc(Cl)c2)Cc2ccccc2)CC1 (stereo not given) | 9 | -1.4 | -9 | 9 | -3 | -2 | 6 | -10 | 23 | 10 | 11

Screening results (PubChem BioAssay)
